GPR151 activ = activators of human GPR151, primary screen, cell-based, PathHunter beta-arrestin, luminescence | G-protein coupled receptor 151 (Homo sapiens), Q8TDV0 | PathHunter beta-arrestin GPR151 cells | activation, % at 11.2 µM | 650,000 tested, 1% active | AID 1508602, 2020; in the data active means activation above about 4.9%;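 further: 0% = median of compound wells and 100% = cells with positive control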
TEAD-YAP inh = TEAD-YAP interaction inhibition, primary screen, TEAD-YAP interaction inhibitor project, luminescence, HEK-TIYL cells | TEAD-Gal4/YAP UAS-luciferase luminescence | 640,000 tested, 1.4% active | AID 1259422, 2018 | inhibition, % at 9.12 µM; in the data active means inhibition above about 32%;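 further: 0% = median of test compound wells and 100% = reference inhibitor wells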
MITF primary = MITF inhibitors, primary screen, biochemical, AlphaScreen, human | inhibition, % at 2.6 µM | Microphthalmia-associated transcription factor (Homo sapiens), O75030 | 650,000 tested, 0.91% active | AlphaScreen MITF homodimerization, bead proximity signal | AID 1259374, 2018; in the data active means inhibition above about 50%;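 further: 0% = vehicle wells with protein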
FBW7 act = FBW7 E3 ligase activators, primary screen, biochemical, AlphaScreen, human | normalized activity (activation), % at 26.1 µM | 650,000 tested, 0.13% active | AlphaScreen FBW7–phospho-cyclin E peptide binding, activator screen | F-box/WD repeat-containing protein 7 (Homo sapiens), Q969H0; in the data active means normalized activity above about 1.9%;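 further: purified mutant Fbw7 with reduced substrate affinity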
Target sequence (Q969H0 whole entry, looked up): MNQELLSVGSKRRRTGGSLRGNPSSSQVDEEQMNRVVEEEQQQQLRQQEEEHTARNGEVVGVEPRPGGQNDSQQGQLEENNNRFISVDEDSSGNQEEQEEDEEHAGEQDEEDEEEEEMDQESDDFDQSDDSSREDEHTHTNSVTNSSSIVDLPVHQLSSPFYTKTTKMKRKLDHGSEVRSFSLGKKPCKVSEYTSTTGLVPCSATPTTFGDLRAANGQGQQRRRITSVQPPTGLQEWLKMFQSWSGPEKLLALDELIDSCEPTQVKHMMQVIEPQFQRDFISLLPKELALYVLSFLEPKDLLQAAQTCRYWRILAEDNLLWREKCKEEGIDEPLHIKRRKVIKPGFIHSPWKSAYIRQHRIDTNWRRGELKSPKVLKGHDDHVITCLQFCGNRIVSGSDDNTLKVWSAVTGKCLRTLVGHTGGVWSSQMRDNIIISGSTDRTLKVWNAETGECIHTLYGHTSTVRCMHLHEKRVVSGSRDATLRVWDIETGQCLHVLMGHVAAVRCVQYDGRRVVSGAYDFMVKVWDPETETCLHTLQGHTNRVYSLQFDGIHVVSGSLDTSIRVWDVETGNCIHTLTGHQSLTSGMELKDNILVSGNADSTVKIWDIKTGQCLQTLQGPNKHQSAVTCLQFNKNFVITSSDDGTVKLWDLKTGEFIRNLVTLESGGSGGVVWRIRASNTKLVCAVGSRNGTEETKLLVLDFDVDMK
* = called active by the depositor; & = joins results of further samples.

SMILES	GPR151 activ	TEAD-YAP inh	MITF primary	FBW7 act
Cc1c(C(=O)c2cccc([N+](=O)[O-])c2)c2ccccn2c1CCC#N	-1.6	4.2	-11.1	-0.1
COc1ccc2nc3oc(C(=O)NC4CC4)cc3cc2c1	-0.6	-62.4	1.4	0.1
O=C(O)c1ccc(-c2cccs2)nc1Cl	0.6	6.1	6.5	0.0
CCOCCOC(=O)C1=C(C)NC(=O)NC1c1ccc(Br)s1 (centres undefined)	0.4	-24.3	22.8	0.1
CCCOC(=O)C1=C(C)Nc2nnnn2C1c1cc(Br)ccc1OCC (centres undefined)	0.2	1.9	16.4	0.1
COc1ccc(C(O)(CCN2CCCCC2)C2CCCCC2)cc1 (centres undefined)	-1.7	1.9	8.1	0.1
C/C(=N/NC(=O)c1ccncc1)c1ccc(I)cc1	-0.6	-4.7	7.7	-0.1
CSc1nc(C(=O)NCC2Cc3cc(-c4cncnc4)cc(Cl)c3O2)cs1 (centres undefined)	-0.6	-1.1	3.8	0.2
O=C(O)C1CCC(CNCc2cccnc2)CC1 (centres undefined)	-1.3	2.6	11.8	0.4
Cc1cc(C)c2nc(NCCCNC(=O)C3CCCO3)c(C#N)cc2c1 (centres undefined)	0.4	-2.3	-7.4	0.3
O=C1C2CC=CCC2C(=O)N1CC1CCCO1 (centres undefined)	-0.2	3.3	-0.3	-0.1
c1cnc2ccc(NCn3nnc4ccccc43)cc2c1	-0.5	-8.0	2.2	-0.2
COc1ccc(C2=NN(C(=O)c3ccc(Br)o3)C(c3ccccc3F)C2)cc1OC (centres undefined)	0.5	-9.5	3.4	-0.1
CS(=O)(=O)N(CC(=O)N1CCN(c2ccc(F)cc2)CC1)c1ccc(F)cc1	0.6	2.9	-1.9	-0.1
Cc1nnc(SCC(=O)NC(=O)NC2CCCC2)n1N	0.4	-7.5	11.0	-0.1
O=C(CCN1C(=O)c2ccccc2C1=O)Nc1ccc(F)c(Cl)c1	-0.9	3.6	17.6	0.3
Cc1nc2c(-c3ccccc3)c(C)nn2c(C)c1CCC(=O)NC1CCCC1	-0.9	-0.5	16.6	0.1
COc1ccc(NC(=O)CSc2cn(C)c3ccccc23)c(OC)c1	-0.1	22.7	-2.7	0.1
CCOC(=O)CSc1nc2sc3c(c2c(=O)n1-c1cccc(C)c1)CCc1ccccc1-3	-1.3	-1.3	7.2	0.1
COc1ccc(C(=O)COC(=O)CCC(=O)Nc2ccccc2Cl)cc1	0.6	-3.5	-0.9	0.1

Sorted by molecular weight (rising): part of the list above
SMILES	GPR151 activ	TEAD-YAP inh	MITF primary	FBW7 act
O=C1C2CC=CCC2C(=O)N1CC1CCCO1 (centres undefined)	-0.2	3.3	-0.3	-0.1
COc1ccc2nc3oc(C(=O)NC4CC4)cc3cc2c1	-0.6	-62.4	1.4	0.1
O=C(CCN1C(=O)c2ccccc2C1=O)Nc1ccc(F)c(Cl)c1	-0.9	3.6	17.6	0.3
CCCOC(=O)C1=C(C)Nc2nnnn2C1c1cc(Br)ccc1OCC (centres undefined)	0.2	1.9	16.4	0.1
COc1ccc(C2=NN(C(=O)c3ccc(Br)o3)C(c3ccccc3F)C2)cc1OC (centres undefined)	0.5	-9.5	3.4	-0.1

Next part
SMILES	GPR151 activ	TEAD-YAP inh	MITF primary	FBW7 act
COc1ccc(C2SCCN2S(=O)(=O)c2ccc(I)cc2)cc1 (centres undefined)	0.2	-1.8	-7.2	0.2
COc1cccc(/C(O)=C/c2nc3ccc([N+](=O)[O-])cc3[nH]c2=O)c1	0.0	4.6	7.3	-0.2
S=c1[nH]nc(CN2CCCC2)n1Cc1ccccc1	-1.0	1.3	1.1	-0.1
COc1cc(C)c(C(C)C)cc1S(=O)(=O)N1CCN(C)CC1	1.0	5.0	-6.5	0.0
COc1cc(Nc2nccc(NCCO)n2)cc(OC)c1OC	0.3	-1.9	-1.6	0.0
CC(=O)c1ccc(NC(=O)COc2ccc3ccccc3c2Br)cc1	1.1	-13.2	3.9	-0.3
Cc1ccc(-n2cc(-c3ccccc3)c3c(N4CCCC4)ncnc32)cc1	1.4	2.4	8.0	0.4
COc1cc(C2C(C#N)=C(C)NC3=C2C(=O)CC(c2ccc(Cl)cc2)C3)ccc1OC(C)=O (centres undefined)	0.0	13.5	-10.6	0.0
O=C(NC1CCN(Cc2ccccc2)CC1)c1cccc(N2CCOCC2)c1	-1.5	1.8	31.8	0.1
Cc1sc2nc(SCC(=O)NNC(=O)c3ccco3)[nH]c(=O)c2c1C	1.9	-3.5	1.6	-0.2
Cn1c(CCc2ccccc2)n[nH]c1=S	1.8	-0.6	12.5	-0.5
O=C(Nc1ccc(Cl)cc1F)c1cc(S(=O)(=O)NC2CCCCCC2)ccc1F	0.6	5.8	0.8	0.0
O=c1[nH]cc(S(=O)(=O)Nc2cccc(C(F)(F)F)c2)c(=O)[nH]1	0.0	5.0	4.5	0.1
COC(=O)C1=C(C)NC2=C(C(=O)CCC2)C1c1coc2ccc(Cl)cc2c1=O (centres undefined)	-0.9&-0.9	0.2&-8.4	-1.5&-2.7	0.0&0.0
CC(C)N(C)C(=O)c1cnc2sc3ccccc3n2c1=O	1.5	12.9	-2.5	0.5
CCc1ccc(OCC(=O)Nc2ccc(S(=O)(=O)Nc3ncccn3)cc2)cc1	-1.0	-0.8	-0.8	-0.1
Brc1cccc(C2=CC(c3cccs3)n3c(nc4ccccc43)N2)c1 (centres undefined)	-2.3	-79.7	18.6	0.7
CNC(=O)[C@@H]1C[C@@H](NCC2=CC[C@H]3C[C@@H]2C3(C)C)CN1C1Cc2ccccc2C1	-0.8	-4.8	-11.5	0.3
Cc1ccccc1OCC(=O)OCC(=O)c1ccc(Cl)cc1	0.2	1.5	-11.8	0.1
COc1cc(C(=O)N/N=C/c2ccc(O)cc2O)cc(OC)c1OC	-0.3	55.2*	52.2*	-0.2
CC(C)NC(=O)c1sc2nc(N)c(C#N)cc2c1N	-0.7	-15.7	-11.7	-0.8
O=C1CSC2(C(=O)Nc3ccccc32)N1c1cccc(Cl)c1 (centres undefined)	-0.9	13.1	12.6	0.0
COc1cc2ccc(=O)oc2c(OC)c1OC	1.2	-2.0	0.7	0.1
Cc1cccc(Nc2cnn(C34C[C@@H]5C[C@@H](CC(C(=O)O)(C5)C3)C4)c(=O)c2Cl)c1C	-0.2	0.6	4.3	-0.2
Cc1c(/C=N/n2cnnc2)c2ccccc2n1CCOc1ccccc1Cl	4.0	2.0	-8.9	0.0
Cc1nc(Nc2cccc(C(F)(F)F)c2)c2cc(C)sc2n1	-0.4	11.4	3.4	-0.1
CC1C/C(=N\NC(=O)c2ccccc2)CC(C)(C)C1 (centres undefined)	-0.2	-51.1	13.6	0.2
COc1cc2nc(Nc3ccncn3)nc(NC3CC3)c2cc1OC	-0.6	-15.5	-26.7	0.0
O=C(COC(=O)c1ccc2c(c1)C(=O)N(c1cc(C(F)(F)F)ccc1Cl)C2=O)c1ccc([N+](=O)[O-])cc1	-0.1	2.3	-15.9	0.0
CC(=O)Nc1cccc(N2C(=O)CC(N3CCC(C(=O)N4CCCCC4)CC3)C2=O)c1 (centres undefined)	-0.8	-10.1	15.9	0.0
O=C(NC1CC1)c1cc(C(=O)NC2CC2)cc([N+](=O)[O-])c1	-1.2	4.5	12.4	0.1
COc1ccc([N+](=O)[O-])cc1NC(=O)CNC(=O)Cn1cnc2sc3c(c2c1=O)CCCC3	-0.5	11.7	14.8	0.0
C=CCn1c(-c2cccc([N+](=O)[O-])c2)csc1=Nc1c(C)n(C)n(-c2ccccc2)c1=O	1.2	0.4	-7.1	-0.1
COCCCNC(=O)Cn1cc2c(n1)CCC(C)C2 (centres undefined)	0.5	1.0	3.5	-0.1
O=C(NC(=S)Nc1ncccc1O)c1ccccc1Br	7.6*	-85.1	-4.2	-0.1
CC1=C(C(=O)OCC2CCCCC2)C(c2ccccc2Cl)NC(=O)N1 (centres undefined)	-0.4	-8.0	8.6	0.0
COc1ccc(CC(=O)Nc2c3c(nn2-c2ccc(OC)cc2)CS(=O)C3)cc1 (centres undefined)	-1.3	-5.0	-5.0	-0.2
Cc1ccc(C(=O)N2N=C(c3ccc([N+](=O)[O-])cc3)CC2c2cn(-c3ccccc3)nc2-c2ccccc2)cc1 (centres undefined)	1.5	-3.1	9.9	0.0
N#Cc1c(NC(=O)c2ccc(Cl)s2)sc2c1CCC2	-0.8	-27.6	12.6	0.9
N#Cc1c(N)n(-c2ccc3c(c2)OCCO3)c2nc3ccccc3nc12	0.8	17.0	-1.5	-0.1
CC1(C)OC2OC(COC(=O)c3ccccc3)C(OC(=O)c3ccccc3)C2O1 (centres undefined)	2.1	5.9	13.4	0.2
Cn1c(COc2ccc3c(c2)OCO3)n[nH]c1=S	-2.6	3.4	4.3	0.0
CCOC(=O)C1CNC(=S)NC1(C)O (centres undefined)	1.9	8.2	0.5	0.0
C=CCNC(=S)N/N=C(\C)c1ccc(OC)cc1	-1.1	4.8	-5.4	0.0
CCOc1ccc(NC(=O)CC2CC(C)(C)OC2=O)cc1 (centres undefined)	-0.3	-0.5	-2.5	0.0
CC(Oc1ccc(Cl)cc1Cl)c1nc(-c2nonc2N)no1 (centres undefined)	0.0	-3.1	-3.0	-0.1
COCC(=O)N1CCC(Oc2ccc(C(=O)NCCCN3CCCC3)cc2)CC1	2.3	-0.6	-10.0	0.0
Cc1nc2ccccc2n1CC(O)COc1ccc([N+](=O)[O-])cc1 (centres undefined)	0.7	17.9	2.4	-0.3
NC(=O)c1ccc(-c2cc(NCCOc3ccccc3)nc(N)n2)cc1	0.9	-6.3	8.7	-0.1
O=Cc1cccn1CCOc1ccc(Cl)cc1	-0.3	-6.7	1.9	0.0
COCCn1c2c(c(=O)[nH]c1=O)C(c1ccc(OC)cc1)C1=C(N2)c2ccccc2C1=O (centres undefined)	-0.5	4.9	10.9	0.0
COc1cc2ccccc2cc1C(=O)Nc1nc2ccccc2s1	0.5	-95.3	3.7	0.1
CCCOC(=O)CSC1=C(C#N)C(c2ccccc2OC)C(C#N)C(=O)N1 (centres undefined)	0.7	-11.2	-5.3	-0.1
COc1ccc(C2Nc3ccccc3C(=O)N2NS(C)(=O)=O)cc1 (centres undefined)	2.7	-1.5	9.9	-0.1
CCC(=O)NCC(c1cccs1)S(=O)(=O)c1ccc(Cl)cc1 (centres undefined)	1.0	1.3	8.2	0.1
C=CCNc1oc(-c2ccccc2F)nc1C#N	1.5	-5.0	3.9	0.1
Clc1ccccc1CSc1nnc(COc2ccc(C3CCCCC3)cc2)n1-c1ccccc1	-2.0	-12.5	-6.6	0.1
CCn1c(=O)[nH]c2ncnc(-c3ccc4nc(C5COc6ccc(OC)cc6C5)[nH]c(=O)c4c3)c21 (centres undefined)	-0.8	7.5	10.8	-0.1
Cc1sc2nc(SCC(=O)N(C)C)n(C3CCCCC3)c(=O)c2c1C	1.0	5.4	5.5	-0.2
O=C(Cc1ccc(F)cc1)N(CC1CC1)C1CCN(CCc2ccccn2)CC1	-0.6	4.6	9.9	0.1

New compounds follow.
SMILES	GPR151 activ	TEAD-YAP inh	MITF primary	FBW7 act
COCCn1c(C(=O)NCCC(C)C)cc2c(=O)n(C)c(=O)n(C)c21	0.2	3.8	16.4	0.7
COc1cc(C(=O)Nc2sc3c(c2C#N)CCN(C(C)=O)C3)cc(OC)c1OC	-0.6	29.2	5.7	0.1
Cc1cc([N+](=O)[O-])ccc1NC(=O)/C(C#N)=C/c1c[nH]c2ccccc12	-0.5	0.7	16.9	0.1
COCCNc1nc(CN2CCCC(C(N)=O)C2)nc2ccc(Cl)cc12 (centres undefined)	1.4	-7.2	11.7	0.0
CCOc1cc(-c2conc2N)cc(OCC)c1OCC	-0.1	8.8	4.4	-0.1
O=C(CN1CCN(Cc2ccccc2)CC1)Nc1ccc(Cl)cn1	-1.1	-1.4	-1.3	0.3
CCC(NS(=O)(=O)c1ccc(OC)cc1)C(=O)NCCN1CCOCC1 (centres undefined)	-0.8	-4.5	-5.6	0.1
COC(=O)c1cccc(Nc2nc(-c3cccnc3)nc3ccccc23)c1	0.6	12.9	9.3	0.0
Cc1ccc2onc(CC(=O)Nc3ccccn3)c2c1	-3.0	-50.6	4.3	-0.1
CCn1c(SCC(=O)c2ccc([N+](=O)[O-])cc2)nc2c1c(=O)[nH]c(=O)n2C	-1.7	4.7	15.4	0.1
O=c1[nH]cc(N=Cc2ccc(Br)cc2)c(=O)[nH]1	-1.2	-0.9	31.5	0.1
CCOC(=O)c1ccc(NC(=O)c2oc(=O)c3ccccc3c2-c2ccccc2)cc1	1.2	-3.2	-1.9	0.1
Cc1oc(-c2ccccc2Cl)[n+]([O-])c1C	-0.4	-1.1	-1.1	-0.1
CN1C(=O)SC(CC(=O)N2C3CCC2CC(c2ccc(F)cc2)C3)C1=O (centres undefined)	-0.3	2.4	10.5	0.0
CC1CCN(C(=O)c2ccc(Cl)c(F)c2F)CC1	-0.3	8.5	14.6	1.2
CS(=O)(=O)N(CC(O)Cn1c2ccccc2c2ccccc21)c1ccc(Br)cc1 (centres undefined)	3.6	-6.6	-10.7	0.1
Cc1ccc(C)c(C2=NN(c3nc(-c4ccc(F)cc4)cs3)C(c3cccc([N+](=O)[O-])c3)C2)c1 (centres undefined)	-0.8	2.5	0.3	0.1
